Pf apPOL inh: Pf-apPOL DNA polymerase inhibition; Recombinant Pf-apPOL, molecular beacon fluorescence, 1.5 h; actives 0.25% (n = 210,000); AID 1794808; inhibition, % at 10 µM
mHTT CaM bind: mHTT-calmodulin interaction abrogation; AlphaScreen His-mHTT/GST-CaM binding, luminescence; inhibition, % at 15 µM; actives 3.6% (n = 190,000); AID 1671202;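 further: 0% = both proteins with DMSO and 100% = one protein alone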
Target sequence (P42858 whole entry, looked up, stated change not applied): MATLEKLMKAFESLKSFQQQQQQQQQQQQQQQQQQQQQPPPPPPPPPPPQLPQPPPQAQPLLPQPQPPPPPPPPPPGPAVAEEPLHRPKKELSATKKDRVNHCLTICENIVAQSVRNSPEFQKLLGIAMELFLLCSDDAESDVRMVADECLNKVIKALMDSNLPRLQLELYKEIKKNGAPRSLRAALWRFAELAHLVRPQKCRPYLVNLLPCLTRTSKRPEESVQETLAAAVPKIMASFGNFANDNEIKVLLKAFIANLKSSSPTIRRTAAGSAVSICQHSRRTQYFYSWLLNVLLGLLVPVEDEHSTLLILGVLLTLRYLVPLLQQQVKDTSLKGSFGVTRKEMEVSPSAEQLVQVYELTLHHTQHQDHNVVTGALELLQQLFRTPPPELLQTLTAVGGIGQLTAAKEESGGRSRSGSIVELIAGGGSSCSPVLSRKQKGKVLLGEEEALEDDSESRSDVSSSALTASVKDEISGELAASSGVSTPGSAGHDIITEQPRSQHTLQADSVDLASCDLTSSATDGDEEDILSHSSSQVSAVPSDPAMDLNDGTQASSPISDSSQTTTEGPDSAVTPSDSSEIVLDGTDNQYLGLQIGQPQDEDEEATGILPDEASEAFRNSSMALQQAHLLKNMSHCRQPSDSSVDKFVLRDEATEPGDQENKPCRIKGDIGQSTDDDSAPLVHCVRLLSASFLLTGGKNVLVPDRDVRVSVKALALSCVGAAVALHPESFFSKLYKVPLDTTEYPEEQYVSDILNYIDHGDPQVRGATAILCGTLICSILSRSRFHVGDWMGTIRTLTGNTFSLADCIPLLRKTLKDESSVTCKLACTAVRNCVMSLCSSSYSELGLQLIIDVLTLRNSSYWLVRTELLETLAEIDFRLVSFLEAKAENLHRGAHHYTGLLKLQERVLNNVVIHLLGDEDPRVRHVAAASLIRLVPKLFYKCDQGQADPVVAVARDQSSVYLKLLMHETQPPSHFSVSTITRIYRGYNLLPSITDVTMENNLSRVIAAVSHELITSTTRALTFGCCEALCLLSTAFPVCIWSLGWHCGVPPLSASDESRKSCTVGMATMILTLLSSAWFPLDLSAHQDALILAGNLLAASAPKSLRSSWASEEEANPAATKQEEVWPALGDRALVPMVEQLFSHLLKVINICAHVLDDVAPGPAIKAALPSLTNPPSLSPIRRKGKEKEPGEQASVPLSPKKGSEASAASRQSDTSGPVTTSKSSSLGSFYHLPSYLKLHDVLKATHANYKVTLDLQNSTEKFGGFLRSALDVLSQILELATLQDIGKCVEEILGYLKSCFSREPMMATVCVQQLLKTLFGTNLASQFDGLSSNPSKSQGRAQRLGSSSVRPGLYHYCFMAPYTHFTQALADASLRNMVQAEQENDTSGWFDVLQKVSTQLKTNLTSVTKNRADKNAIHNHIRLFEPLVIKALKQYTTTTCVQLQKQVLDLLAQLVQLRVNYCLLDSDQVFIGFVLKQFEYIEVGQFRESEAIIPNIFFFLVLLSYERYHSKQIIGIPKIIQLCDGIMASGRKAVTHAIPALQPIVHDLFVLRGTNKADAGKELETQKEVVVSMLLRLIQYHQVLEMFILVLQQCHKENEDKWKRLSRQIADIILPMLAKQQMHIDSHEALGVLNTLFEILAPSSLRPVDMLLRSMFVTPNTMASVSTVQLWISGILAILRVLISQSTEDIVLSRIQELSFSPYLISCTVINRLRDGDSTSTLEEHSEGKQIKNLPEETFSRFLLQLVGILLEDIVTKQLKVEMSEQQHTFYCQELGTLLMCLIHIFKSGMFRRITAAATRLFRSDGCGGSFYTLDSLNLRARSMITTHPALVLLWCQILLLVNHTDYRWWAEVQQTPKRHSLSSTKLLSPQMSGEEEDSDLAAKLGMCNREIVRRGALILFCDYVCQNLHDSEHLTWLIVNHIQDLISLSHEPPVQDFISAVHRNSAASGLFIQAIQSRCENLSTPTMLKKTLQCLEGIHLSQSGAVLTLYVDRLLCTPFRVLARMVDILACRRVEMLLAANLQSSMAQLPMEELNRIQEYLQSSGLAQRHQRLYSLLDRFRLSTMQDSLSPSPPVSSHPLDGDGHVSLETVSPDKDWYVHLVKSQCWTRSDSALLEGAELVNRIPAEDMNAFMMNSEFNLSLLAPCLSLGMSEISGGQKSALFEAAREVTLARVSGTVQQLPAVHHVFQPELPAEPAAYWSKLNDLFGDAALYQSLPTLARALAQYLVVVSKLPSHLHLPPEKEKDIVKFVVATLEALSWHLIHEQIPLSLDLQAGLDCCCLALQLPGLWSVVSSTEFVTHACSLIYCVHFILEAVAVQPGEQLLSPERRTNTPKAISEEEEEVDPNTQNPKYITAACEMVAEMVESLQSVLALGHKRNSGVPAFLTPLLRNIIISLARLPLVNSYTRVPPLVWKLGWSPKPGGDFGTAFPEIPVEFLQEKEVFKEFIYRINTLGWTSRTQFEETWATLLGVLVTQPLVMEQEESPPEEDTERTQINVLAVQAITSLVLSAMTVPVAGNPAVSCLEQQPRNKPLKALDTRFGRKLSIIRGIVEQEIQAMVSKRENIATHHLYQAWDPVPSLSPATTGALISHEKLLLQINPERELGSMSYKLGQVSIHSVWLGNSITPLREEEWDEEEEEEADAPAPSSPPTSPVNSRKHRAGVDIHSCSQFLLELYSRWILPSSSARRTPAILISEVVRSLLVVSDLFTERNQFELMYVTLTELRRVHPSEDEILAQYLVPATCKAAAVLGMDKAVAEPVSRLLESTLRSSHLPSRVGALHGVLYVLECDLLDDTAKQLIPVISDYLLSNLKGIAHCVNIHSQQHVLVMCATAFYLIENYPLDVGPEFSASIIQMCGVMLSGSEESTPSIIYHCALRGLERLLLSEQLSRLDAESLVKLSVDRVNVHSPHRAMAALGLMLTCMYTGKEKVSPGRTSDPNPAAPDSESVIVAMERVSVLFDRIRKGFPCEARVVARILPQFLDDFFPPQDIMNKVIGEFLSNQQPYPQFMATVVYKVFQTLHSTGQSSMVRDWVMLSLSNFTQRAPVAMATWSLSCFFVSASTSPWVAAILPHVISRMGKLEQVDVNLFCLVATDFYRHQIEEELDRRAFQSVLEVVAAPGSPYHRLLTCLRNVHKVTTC
* hit, by the source's call; i = inactive; / = no result given; & = joins results of further samples. No stated cut-off is given here; in the data, active means inhibition above about 50%; inactive means the rest.

SMILES	Pf apPOL inh	mHTT CaM bind
CCC[C@H]1[C@@H](OC(=O)NCCc2c[nH]c3ccccc23)CC[C@@]23CCCN2C(=O)CCC[C@@H]13	0.0	65.0*
COc1cccc(CN2CCCC(c3nncn3C)C2)c1 (centres undefined)	-2.0	-6.1
CCSc1nnc(NC(=O)c2ccccc2[N+](=O)[O-])s1	0.3	-2.9
COc1ccc(C2C(C(=O)Nc3ccccc3)=C(C)Nc3nc(CCCO)nn32)cc1OC (centres undefined)	-11.5	-5.0
CCn1cc(-c2ccc(Cl)cc2)cc1C(=O)NCCCN1CCOCC1	-18.7	24.4
COc1ccc(Cc2nnc(NC(=O)c3cccc(C)c3)s2)cc1	6.3	-3.4
Cc1cc(NC(=O)C2CC=CCC2C(=O)O)no1 (centres undefined)	2.3	-4.9
COc1cccc2cc(C(=O)NC(C)=O)c(=Nc3ccc(Cl)cc3Cl)oc12	-0.2	0.0
N#C/C(=C\c1ccc(F)cc1)c1nc(-c2ccc([N+](=O)[O-])cc2)cs1	-2.1	1.8
Cc1cc(=O)n2ccc(N)c(O)c2n1	-8.6	12.0
Cc1nnsc1C(=O)NC1Cc2ccccc2C1	2.4	/
COc1ccc(C)cc1NC(=O)N1CCCC1c1nc(-c2ccccc2OC)no1 (centres undefined)	-0.9	0.4
CCOC(=O)C[C@H]1c2cc(F)ccc2S(=O)(=O)N1C(C)C	-3.4	-7.4
CCCCCCN1C[C@H](O)[C@@H](n2cc(C3CC3)nn2)C[C@@H]1c1ccc(C)cc1	0.5	42.2
NC(=O)c1ccc(NC(=O)C(Sc2ccccc2)c2ccccc2)cc1 (centres undefined)	-0.1	13.6
O=C(Cc1c(F)cccc1Cl)N1CCc2c(nc3cc(-c4ccccc4)[nH]n3c2=O)C1	6.8	38.5
NC(=O)c1cccc(N=c2oc3ccccc3cc2C(N)=O)c1	4.2	13.0
COc1ccccc1-c1cc(C(N)=O)c2cc(C)ccc2n1	1.9	-1.9
COc1ccc(CN2CCCCCC2)cc1OC	-5.3	-1.3
CC(C)Sc1nc2c(c(=O)n1C)SC(C)C2 (centres undefined)	7.6	2.0
CC(NC(=O)C1CCN(S(=O)(=O)c2ccc(Br)cc2)CC1)c1ccccc1 (centres undefined)	-0.4	2.0
CC1(C(=O)NCc2cccnc2)CCC(=O)N1CCN1CCOCC1 (centres undefined)	-3.7	6.0
CCCc1cc(=O)[nH]c(SCc2ccc(Br)cc2)n1	3.5	3.6
CCN1C(=O)c2ccc(C(=O)Nc3ccc(Br)cc3C)cc2C1=O	-12.4	0.7
CC1(C)CC(NS(=O)(=O)CC23CCC(CC2=O)C3(C)C)CC(C)(C)N1 (centres undefined)	-11.2	-1.9
(more compounds)
SMILES	Pf apPOL inh	mHTT CaM bind
CCOc1ccc(S(=O)(=O)N(C)C)cc1-c1nc2c(C(C)(C)C)nn(C)c2c(=O)[nH]1	8.7	4.0
O=C(Nc1nc2ccccc2c(=O)s1)c1ccccc1	-1.9&-4.5&-9.6	3.0
N#CCCN(C(=O)c1ccc(Sc2ccccc2)c([N+](=O)[O-])c1)C1CCCCC1	-4.2	/
CN(CCO)c1ccc2c(c1)Oc1ccccc1CN(Cc1cn(Cc3ccccc3C(F)(F)F)nn1)S2(=O)=O	-5.0	15.1
O=C(c1cccnc1N1CCNC(c2ccccc2)C1)N1CCC(Cc2ccccc2)CC1 (centres undefined)	12.0	73.5*
COc1cc(NS(=O)(=O)c2ccc(NC(=O)C34CC5CC(CC(C5)C3)C4)cc2)ncn1	-4.1	-0.7
CCn1c(C2CCN(C(=O)Cc3ccccc3C)C2)nc2cccnc21 (centres undefined)	-3.3	-2.2
CCOc1ccc(C2=CC(=O)C(CC(=O)O)CC2)cc1 (centres undefined)	-2.9	0.8
CCCCOc1ccc(C(=O)Nc2cccc3c2C(=O)NC3=O)cc1	-0.5	-2.0
CCCCCn1c(CNC(=O)c2ccc(OC)c(OC)c2)nc2ccccc21	-6.7	4.0
CCOc1ccccc1N(C)C(=O)c1nn(-c2cc(OC)cc(OC)c2)c(=O)c2ccccc12	-7.5	19.0
Cc1cccc(S(=O)(=O)N2CCCC(C)(C(=O)NCc3cccc(F)c3)C2)c1 (centres undefined)	-5.4	-2.5
COc1cccc2c1OC1(C)CC2NC(=O)N1c1ccc(C)cc1 (centres undefined)	-5.1	0.0
CC(C)(C)C(=O)Nc1nnc(SCC(=O)NO)s1	2.9	-3.1
COc1ccc(Br)cc1C=C1Oc2c(ccc3c2CN(Cc2ccccn2)CO3)C1=O	-197.3	100.3*
COc1ccc2cc3cc(C(=O)NCCc4cccc(C)c4)oc3nc2c1	0.9	-1.0
C/C(=N\N1CCN(C2c3ccccc3-c3ccccc32)CC1)c1ccco1	/	i
COCCc1noc(COC2CCCN(S(=O)(=O)C(C)C)C2)n1 (centres undefined)	-5.9	-7.4
C[C@]12C=CC(=O)C=C1CC[C@@H]1C2=CC[C@]2(C)[C@@H](C(=O)CN3CCN(c4cc(N5CCCC5)nc(N5CCCC5)n4)CC3)CC[C@@H]12	4.6	/
CCOC(=O)N1CCN(C(=O)C2CCN(S(=O)(=O)c3ccc(Cl)cc3)CC2)CC1	-10.1	0.1
CC(C)n1cc(C2=CCN(C(=O)Nc3ccc(F)cc3)CC2)c2cccnc21	-6.3	4.8
CCOc1ccc(NC(=O)CN2C(=O)C3CCCN3C(=O)c3ccc(F)cc32)cc1 (centres undefined)	-8.0	-2.3
C=CCc1cccc(C=Nc2ccc(Br)cc2)c1O	-3.4	1.0
COCCN=C1Nc2ccccc2NC12CCCN(C(=O)Cc1cccc(C)c1)C2 (centres undefined)	-4.2	52.0*
Cc1ccc(CNC(=O)Cn2nnc3ccccc3c2=O)cc1	-3.8	11.0

Three structures from above, arranged by count of non-hydrogen atoms, smallest number first.
SMILES	Pf apPOL inh	mHTT CaM bind
CCOc1ccc(C2=CC(=O)C(CC(=O)O)CC2)cc1 (centres undefined)	-2.9	0.8
CCOC(=O)N1CCN(C(=O)C2CCN(S(=O)(=O)c3ccc(Cl)cc3)CC2)CC1	-10.1	0.1
CCOc1ccc(NC(=O)CN2C(=O)C3CCCN3C(=O)c3ccc(F)cc32)cc1 (centres undefined)	-8.0	-2.3

(list continues)
SMILES	Pf apPOL inh	mHTT CaM bind
O=C(c1csc(-n2cccc2)n1)N1CCN(c2ncccn2)CC1	-6.9	-12.4
CC(C)Oc1ccc(C(=O)Nc2cccc(-c3nc4ncccc4o3)c2)cc1	-3.1	22.0
CCN1c2ccc(C)cc2C(=O)NC12CCN(C(=O)c1cc(OC)cc(OC)c1)CC2	-6.4	0.3
CC(=O)NC1CCN(CC(C)(C)C)CC1c1nc(C)no1 (centres undefined)	1.6	7.2
O=C(Nc1ccc(Br)cc1)N1CCOc2ccccc21	-7.1	-10.2
CCc1cccc(NC(=O)c2ccccc2Br)c1	-4.4	-12.8
COc1ccc(NC(C)CCc2ccc(O)cc2)cc1 (centres undefined)	-8.1	37.0
O=C(CCN1CCCCC1)N1CCCC1c1nc(-c2ccccc2)n[nH]1 (centres undefined)	-6.0	1.3
O=C(Nc1ccc(Cl)cc1Cl)c1cc2n(n1)C(C(F)(F)F)CC(c1cccs1)N2 (centres undefined)	-1.9	6.0
Cc1cc(NC(=O)C2COc3ccccc3O2)no1 (centres undefined)	-5.5	/
O=C(N1CCC(Nc2cccnc2)C1)C1(c2ccccc2)CC1 (centres undefined)	-0.9	3.7
O=C1CC2c3ccccc3CCN2C(=O)N1c1ccc(Cl)cc1 (centres undefined)	-3.9	-7.2
Cc1ccc(OCCCN2CCCCC2)c(C)c1	-3.7	1.8
O=c1nc(/C=C/c2cc3c(cc2[N+](=O)[O-])OCO3)cc(C(F)(F)F)[nH]1	-8.4	10.0
CCN(CC)CCCNC(=O)c1cc(-c2ccc(Br)s2)nc2ccccc12	-3.3	5.0
COc1ccc(NC(=O)c2cc([N+](=O)[O-])ccc2N2CCN(C)CC2)cc1	-2.3	3.9
Cc1ccc(C)c(-c2cc(CN(C)C(=O)c3ccc4c(c3)OCO4)no2)c1	-2.6	7.2
COC(=O)N1CCc2ccc(F)cc2C1C(=O)Nc1cccc2nsnc12 (centres undefined)	3.6	-8.4
CN1C2CCC1CC(OC(=O)c1c[nH]c3ccccc13)C2 (centres undefined)	10.4	/
CCCn1c(C2CCN(C(=O)Nc3ccc4c(c3)CCC4)C2)nc2cccnc21 (centres undefined)	-7.1	18.6
O=[N+]([O-])c1ccc(S(=O)(=O)Nc2ccc(Cl)cc2Cl)cc1	0.3	13.0
NS(=O)(=O)c1cc2c(cc1Cl)NCNS2(=O)=O	5.3	-7.6
Cc1cc(C)c(-n2c(SCc3nc(COc4ccc([N+](=O)[O-])cc4)no3)n[nH]c2=O)c(C)c1	-10.3	/
CN(C)c1cccc(C(=O)Nc2cc(-c3cccs3)no2)c1	1.8	15.2
CCOc1ccc2cc(C(N)=O)c(=Nc3ccc(C(F)(F)F)cc3)oc2c1	-0.7	5.0

Five entries from above, set out differently.
Each structure is followed by: Pf apPOL inh	mHTT CaM bind
CC(=O)NC1CCN(CC(C)(C)C)CC1c1nc(C)no1 (centres undefined)
→ 1.6	7.2
O=C(Nc1ccc(Br)cc1)N1CCOc2ccccc21
→ -7.1	-10.2
CCc1cccc(NC(=O)c2ccccc2Br)c1
→ -4.4	-12.8
COc1ccc(NC(C)CCc2ccc(O)cc2)cc1 (centres undefined)
→ -8.1	37.0
O=C(CCN1CCCCC1)N1CCCC1c1nc(-c2ccccc2)n[nH]1 (centres undefined)
→ -6.0	1.3

Structural class, those above containing a COOH group (2)
SMILES	Pf apPOL inh	mHTT CaM bind
Cc1cc(NC(=O)C2CC=CCC2C(=O)O)no1 (centres undefined)	2.3	-4.9
CCOc1ccc(C2=CC(=O)C(CC(=O)O)CC2)cc1 (centres undefined)	-2.9	0.8

Going on with the list:
SMILES	Pf apPOL inh	mHTT CaM bind
COc1ccc(C2=NNC(c3ccc(Br)cc3)C2)c(O)c1 (centres undefined)	-6.8	47.0
O=C(C1CCN(c2ncnc3c2oc2ccccc23)CC1)N1CCCC1	-7.2	-0.6
COc1ccc(/C=C2\C=C(c3ccccc3)N(c3ccc(C(=O)O)cc3)C2=O)cc1	-0.1	33.0
CN1CCC(N2CCN(c3ccc(Cl)cc3)CC2)CC1	0.3	2.5
Cc1cccc(NC(=O)Cn2cnc3c(c2=O)CCCC3)c1	-0.7	-6.4
Cc1ccccc1CSCc1ccc(C(=O)O)o1	-6.5	5.0
COc1cc2c(c3c1C(=O)CC(c1ccccc1)O3)C=CC(C)(C)O2 (centres undefined)	-7.7	/
COc1ccc(C2=NN(C(=O)CN(C)C(C)=O)C(c3ccc(C)cc3)C2)cc1 (centres undefined)	-8.2	23.0
N/C(=N\OC(=O)c1ccoc1)c1ccc(Br)cc1	10.6	i
CCc1cccc(C)c1NC(=O)c1cc2ccccc2oc1=O	-8.8	4.0
Cc1cc(C(F)(F)F)n2ncc(-c3ccccc3)c2n1	0.2	7.0
COc1cc(C=C(C#N)c2nc(-c3cccc4ccccc34)cs2)cc(OC)c1OC(C)=O	-6.0	9.5
Cc1ccc(-c2cc(C(=O)NCc3ccc4c(c3)OCO4)ccn2)s1	1.5	2.5
CC(=O)C1=C(O)C(=O)N(CCO)C1c1ccc(C)cc1 (centres undefined)	15.6	-1.8
Oc1cc2ccccc2cc1-c1nnc(CCl)o1	/	2.0
CN1C(=O)c2ccccc2Oc2ccc(C(=O)N3CCCCCC3)cc21	-6.6	15.2
O=C1OC(c2ccc(I)cc2)=N/C1=C\c1ccccc1	4.6	0.0
CCCC(=O)Nc1cccc(NC(=O)COc2ccc(C)c(C)c2)c1	2.1	-1.9
O=C(NC(NC1CCS(=O)(=O)C1)C(Cl)(Cl)Cl)c1ccc(Br)cc1 (centres undefined)	-2.6	-9.0
CN1/C(=C2/SC(=O)N(Cc3ccccc3)C2=O)Sc2ccccc21	-2.9	4.0
CC(C)n1c(C2CCN(C(=O)c3cc(F)cc(F)c3)C2)nc2ccncc21 (centres undefined)	-4.1	2.3
Cn1ncc(N2CCCC(C(=O)NC3CCCCC3)C2)cc1=O (centres undefined)	1.7	-0.2
Cc1ccc(CCNC(=O)c2nnn(-c3cccc(C(F)(F)F)c3)c2N)cc1	-1.4	2.0
O=C(Nc1c2c(nc3c1CCC3)CCCC2)c1ccccn1	-1.4	-2.0
O=c1/c(=C/c2ccc(Br)c([N+](=O)[O-])c2)sc2nc3ccccc3n12	2.2	-6.0
(cont.)
SMILES	Pf apPOL inh	mHTT CaM bind
C=CCNC(=O)NC(=O)c1csc([N+](=O)[O-])c1	-7.8	/
CCNc1cc(N2CCC(CCC(=O)N3CCN(C(C)=O)CC3)CC2)ncn1	2.5	0.7
C=CCn1c(SCC(=O)c2ccc(C)cc2C)nnc1-c1cccc(OC)c1	-5.6	2.1
COc1ccc(OC)c(NS(=O)(=O)c2ccc3c(c2)CCN3C(=O)C2CC2)c1	5.5	10.0
O=C(O)CCc1nc2ccccc2n1CCC(=O)O	-1.3	/
O=C(NCc1ccc(-c2cccs2)s1)c1ccc(N2CCOCC2)nc1	1.4	/
O=C(O/N=C1\CCCc2c1sc1nc3n(c(=O)c21)CCCCC3)c1ccc([N+](=O)[O-])cc1	1.9	i
CC(=O)N1CCN(c2nc3c(s2)CC(C(=O)Nc2ccc(C(C)C)cc2)CC3)CC1 (centres undefined)	-7.3	8.3
O=C(Nc1c2c(nn1-c1ccc(F)cc1)CSC2)c1ccc2c(c1)OCO2	-5.0	6.0
Cc1c(NC(NC(=O)C(C)C)C(Cl)(Cl)Cl)c(=O)n(-c2ccccc2)n1C (centres undefined)	-5.5	-2.0
COc1ccc(CNC(=O)C2CC(c3ccc(F)cc3)=NO2)cc1 (centres undefined)	-0.7	-10.2
Cc1ccc(Cl)c(NC(=O)C2CCc3nc(N4CCOCC4)ncc3C2)c1 (centres undefined)	-4.6	-2.5
Cc1ccc(-c2nn(CC(=O)O)c(=O)c3ccccc23)cc1	-2.0	-1.6
Cc1cc(C)nc(NC(=O)c2ccccc2Cl)n1	-16.4&-1.6	4.0&9.3
COc1ccc(CNC2C[C@H]3CCCC(=O)N4CC[C@@H](C2)[C@@H]34)cc1 (some centres undefined)	-2.1	2.3
O=C(CC(C(=O)O)c1ccccc1)c1cccs1 (centres undefined)	-9.2	/
CCc1ccccc1NC(=O)c1cc(OC)c(OC)c(OC)c1	4.2	-0.9
COc1ccc(S(=O)(=O)N2CCCC(C(=O)N3CCCCC3)C2)cc1 (centres undefined)	1.3	-5.9

Compound activity as filed in PubChem.
